HTT cytoprotect: qHTS Multiplex Assay to Identify Dual Action Probes in a Cell Model of Huntington: Cytoprotection (ATP); PC12 HTT-Q103 induced, cytoprotection, ATP luminescence, 40 h; Potency, µM (doses to about 56.4 µM), inactives show cytoprotection (ATP increase), usual class: activators; 0.14% of 230,000 active; AID 1471, 2008;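 further: % of control where 0% means no effect; nearly all actives have a fitted effect of over 45% in size; toxic huntingtin expression switched on by the ecdysone agonist tebufenozide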
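Cells were plated at 1500 per well in phenol red-free DMEM with 5% equine and 5% calf serum. Tebufenozide (100 nM final) and compounds were added, then ATPlite reagent, and luminescence was read.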
RGS12 GoLoco inh: qHTS Assay for Inhibitors of RGS12 GoLoco Motif Activity (Red Fluorophore). 0.44% of 230,000 active. Guanine nucleotide-binding protein G(i) subunit alpha-1 (Homo sapiens), P63096. Potency, µM (titrated, usually from 61.6 µM), inactives show top-dose activity, negative = inhibition, actives largely listed as inhibitors. AID 880, 2007. Gai1:RGS12 GoLoco peptide FP, rhodamine, 10 min; active means well fitted inhibition curve with a large enough effect, not every such curve was filed as active; inactive means no such curve, though single readings can be large or run the other way; further: on the % scale 0 is the no-effect control and ±100 the full control effect; nearly all actives have a fitted effect of over 30% in size; many of its hits are not listed in these tables
Target sequence (P63096 whole entry, looked up): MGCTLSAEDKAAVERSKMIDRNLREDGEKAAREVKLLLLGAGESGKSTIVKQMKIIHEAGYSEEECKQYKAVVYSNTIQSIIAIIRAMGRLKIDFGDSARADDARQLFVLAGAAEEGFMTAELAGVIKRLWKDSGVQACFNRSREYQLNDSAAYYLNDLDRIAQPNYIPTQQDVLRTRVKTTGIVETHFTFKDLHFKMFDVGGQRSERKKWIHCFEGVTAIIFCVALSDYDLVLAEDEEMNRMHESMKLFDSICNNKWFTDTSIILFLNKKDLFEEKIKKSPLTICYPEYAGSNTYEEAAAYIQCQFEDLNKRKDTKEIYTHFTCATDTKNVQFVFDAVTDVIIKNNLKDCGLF
IMPase Li inh: qHTS Assay for Identifying the Cell-Membrane Permeable IMPase Inhibitors: Potentiation with Lithium. Potency, µM (series often up to 59.4 µM), without a hit: at the top dose activity, negative = IMPase inhibition, actives largely listed as inhibitors. 0.35% of 210,000 active. CHO-M1 cells, IP1 TR-FRET (IP-One), carbachol + lithium;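 further: IP1 builds up when IMPase is blocked and the TR-FRET signal falls; plate controls were basal vehicle for no effect and high inhibitor control for full effect; nearly all actives have a fitted effect of over 50% in size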
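IP1 accumulation measured by competitive TR-FRET in lysed CHO-M1 cells after 30 min compound exposure at 37C, with a small lithium addition to potentiate weak responses. Hill-equation AC50 from ratio and donor-channel data.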
HttQ103 aggreg: qHTS Multiplex Assay to Identify Dual Action Probes in a Cell Model of Huntington: Aggregate Formation (GFP) | Potency, µM (top dose mostly 46.1 µM), without a hit: top-dose activity change, negative = inhibition, usual class: inhibitors | PC12 HttQ103-GFP aggregates, Acumen cytometry, 40 h | 1.1% of 220,000 active; further: on the % scale 0 is the no-effect control and ±100 the full control effect; nearly all actives have a fitted effect of over 60% in size
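Ecdysone-promoter PC12 model expressing HTT exon 1 Q103 fused to GFP, induced by tebufenozide at 100 nM final. Compounds titrated; aggregates sized 1–25 µm scored on a 488 nm laser cytometer.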
GAA inhib: qHTS Assay for Inhibitors of Human alpha-Glucosidase as a Potential Chaperone Treatment of Pompe Disease; 0.005% of 200,000 active; purified human GAA, 4-MU-alpha-glucoside fluorescence; Potency, µM (highest dose often 76.9 µM), for the others: at the top dose activity change, negative = inhibition, most hits filed as inhibitors; Lysosomal alpha-glucosidase (Homo sapiens), P10253; AID 1466, 2008;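 further: plate controls were uninhibited enzyme wells for no effect and no-enzyme background for full effect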
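Human alpha-glucosidase, 4 nM, pre-mixed with test compounds before 400 uM 4-methylumbelliferyl substrate; 20 min room temperature at pH 5.0. Fluorescence read after pH 10 stop; AC50 values from Hill-equation fits.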
aGlu spleen mod: qHTS Assay for Inhibitors and Activators of Human alpha-Glucosidase From Spleen Homogenate; Lysosomal alpha-glucosidase (Homo sapiens), P10253; 0.006% of 240,000 active; human spleen homogenate, 4-MU-alpha-glucoside fluorescence; Potency, µM (top dose mostly 79.9 µM), inactives show at the top dose activity change, negative = inhibition, most hits filed as inhibitors;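 further: 0% = enzyme with vehicle and -100% = no enzyme basal signal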
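AC50 values come from Hill-equation fits of concentration-response data, normalized to no-enzyme and full-activity controls. Enzyme source: 1 ug human spleen homogenate; 1 mM fluorogenic 4-MU glucoside, pH 5.0 citrate buffer, 37 C, 40 min.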
GAA glycogen mod: qHTS Assay for Inhibitors and Activators of Human alpha-Glucosidase Cleavage of Glycogen. recombinant GAA, glycogen substrate, Amplex Red glucose oxidase fluorescence. Potency, µM (series often up to 76.4 µM), inactives show at the top dose activity change, negative = inhibition, usual class: inhibitors. 0.38% of 300,000 active. AID 2100, 2009;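 further: 0% = full enzyme reaction and -100% = no-enzyme basal signal; the screen sought inhibitors and activators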
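Recombinant human alpha-glucosidase (4 nM final) hydrolysed bovine liver glycogen (30 ug) for 40 min at 37 C in pH 5.0 citrate/phosphate with 0.01% Tween-20. Released glucose detected by glucose oxidase/Amplex Red, Ex 573/Em 610 nm. Compounds up to 77 uM; AC50 from Hill fits.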
* hit, by the source's call; u = inconclusive; x = no result given; [ ] = remark or other dose. Unless noted, the call rests on the fitted dose curve; in most records, active means well fitted curve in the direction sought with a large enough effect; inconclusive means small, poorly fitted or top-dose-only effect, or another doubt; inactive means no such curve, though single readings can be large; an effect the other way counts as inactive or inconclusive. Potency means the concentration at half of the fitted maximal effect. The list is partial; count on the stated rates, not on these rows.

structure	HTT cytoprotect	RGS12 GoLoco inh	aGlu spleen mod	HttQ103 aggreg	IMPase Li inh	GAA inhib	GAA glycogen mod
CN(C)/C=C/C(=O)/C=C/c1ccc(Cl)cc1	-15%	15%	4%	u	7%	-5%	7%
CN1CCN(c2ncncc2-c2cccnc2)CC1	4%	-15%	11%	x	11%	x	x
O=C(CC1SC(=Nc2ccccc2)N(CCCCO)C1=O)NCc1ccccc1 (stereo not drawn)	-10%[10 µM]	-9%	5%	11%	22%[38.3 µM]	13%	2%
CCOc1ccc(C(=O)N2CCN(c3cccc(C)c3C)CC2)cc1	18%[10 µM]	2%	6%	u	-2%[38.3 µM]	-3%	-6%
COc1ccc(C)cc1NC(=O)C(Sc1nnc2ccccn12)c1ccccc1 (stereo not drawn)	x	8%	0%	-8%	1%	-8%	-5%
COC(=O)CCCCCCCCC(O)C[N+]1(C)CCOCC1 (stereo not drawn)	24%[10 µM]	-37%	2%	11%[9.22 µM]	x	x	-6%
Cc1ccc(C(=O)NCC(C)(C)O)cc1	-15%[10 µM]	-10%	-3%	3%	5%	7%	-2%
Cc1nc2nc(-c3ccccc3)[nH]n2c(=O)c1C	-25%	5%	3%	-15%	25%[38.3 µM]	-3%	6%
CCNC(=O)C1CC(=O)N(Cc2ccc3c(c2)OCO3)C(=Nc2ccc(F)cc2)S1 (stereo not drawn)	-2%[10 µM]	2%	-2%	0%	21%[38.3 µM]	-1%	2%
O=C(Nc1c2c(nn1-c1ccc(F)cc1)CS(=O)(=O)C2)C12CC3CC(CC(C3)C1)C2	-31%	-1%	-16%	-15%	7%[38.3 µM]	-1%	9%
COCCn1c(SCc2cc(C(C)=O)ccc2OC)nc2cc(Cl)ccc2c1=O	2%[10 µM]	7%	-3%	-10%	16%	1%	-8%
Cc1ccccc1N(CC(=O)Nc1ccc(F)cc1)S(C)(=O)=O	9%	7%	8%	8%	-35%[38.3 µM]	-12%	1%
Clc1ccc(CNCc2cccs2)c(Cl)c1	-6%[10 µM]	0%	0%	22%	-8%	9%	0%
CCN(CC)C(=O)c1ccc(-c2cccs2)s1	-8%[10 µM]	-5%	1%	10%[9.22 µM]	x	1%	3%
C=C(C)C1CC=C(C)/C(=N/NC(=O)COc2cccc3ccccc23)C1 (stereo not drawn)	-15%[10 µM]	-7%	4%	-8%	7%	u	0%
Cc1ccc(C(c2nnnn2CC2CCCO2)N2CCN(Cc3ccccc3)CC2)cc1 (stereo not drawn)	18%[10 µM]	19%	0%	4%[9.22 µM]	-2%	5%	15%
CCOc1ccc2nc(NC(=O)NC3CCCCC3)sc2c1	-5%[10 µM]	8%	5%	-8%	11%	-10%[15.4 µM]	0%
N#Cc1ccc(-c2cccnc2)nc1SCC(N)=O	8%[10 µM]	-5%	6%	23%[9.22 µM]	x	x	4%
COc1cccc(OC2OC3COC(C)(C)OC3C(O)C2NC(C)=O)c1 (stereo not drawn)	0%[10 µM]	12%	2%	-10%[9.22 µM]	4%	7%	6%
CNC(=O)c1c(NC(=O)C(C)C)sc2c1CCC2	3%[10 µM]	-18%	-3%	12%[9.22 µM]	x	x	-3%
CSc1ccn(CCC(=O)O)c(=O)n1	-12%	-13%	-3%	1%	7%[38.3 µM]	11%	4%
Cc1ccnc(SCCn2c(N3CCN(C)CC3)nc3c2c(=O)n(C)c(=O)n3C)n1	-4%[10 µM]	0%	2%	-6%[9.22 µM]	x	x	5%
CC(C)(CN1CCN(Cc2ccccc2)CC1)NS(=O)(=O)c1ccccc1	15%[10 µM]	-5%	-17%	5%[9.22 µM]	x	x	-2%
O=C(NCc1ccco1)c1cc(C(=O)C2CC2)c[nH]1	-1%	6%	-4%	10%	-4%[38.3 µM]	-4%	0%
O=C1CCCC(O)=C1N=Nc1ccc2c(c1)OCO2	4%[1.9 µM]	10%	-9%	u	9%	-9%	8%
Cc1ccccc1NC(=S)N(CCN(C)C)C(C)c1ccco1 (stereo not drawn)	18%[10 µM]	-2%	0%	-9%	6%	-1%	9%
CCCC12CN3CC(C)(CN(C1)C31C(=O)Nc3ccc(C)cc31)C2=O (stereo not drawn)	-4%[0.074 µM]	-1%	-5%	1%	25%[38.3 µM]	-2%	-1%
c1ccc(-c2noc(-c3ccco3)n2)nc1	-29%	0%	5%	-16%	-4%[38.3 µM]	-8%	5%
Cc1c(Cl)cn2c(=O)cc(CN3CCN(c4ccccc4)CC3)nc2c1Cl	-42%[inhibitor]	11%	-3%	9%	-1%	-9%	4%
C=CCc1cc(Cl)ccc1OCCNCCN1CCOCC1	-7%[10 µM]	6%	2%	-2%[9.22 µM]	23%	-6%	13%

Record cards, as listed above:
Record of C=CCc1cc(Cl)ccc1OCCNCCN1CCOCC1 : HTT cytoprotect: -7%[10 µM]; RGS12 GoLoco inh: 6%; aGlu spleen mod: 2%; HttQ103 aggreg: -2%[9.22 µM]; IMPase Li inh: 23%; GAA inhib: -6%; GAA glycogen mod: 13%
Record of COc1cccc(OC2OC3COC(C)(C)OC3C(O)C2NC(C)=O)c1 (stereo not drawn) : HTT cytoprotect: 0%[10 µM]; RGS12 GoLoco inh: 12%; aGlu spleen mod: 2%; HttQ103 aggreg: -10%[9.22 µM]; IMPase Li inh: 4%; GAA inhib: 7%; GAA glycogen mod: 6%

(next part)
structure	HTT cytoprotect	RGS12 GoLoco inh	aGlu spleen mod	HttQ103 aggreg	IMPase Li inh	GAA inhib	GAA glycogen mod
CC(=O)c1ccc(NC(=O)N[C@@H](Cc2ccccc2)C(=O)O)cc1	3%	12%	-12%	10%	-5%[38.3 µM]	-4%	2%
O=C(CSc1nnc2ccc(-c3ccncc3)nn12)c1cccs1	-35%	7%	8%	u	4%	-8%	8%
Oc1ccc2cc(SSc3ccc4cc(O)ccc4c3)ccc2c1	u	-2%	8%	x	3%	x	x
CC(C)CNc1nc(S(=O)(=O)c2ccccc2)c(Cl)s1	5%	-9%	2%	-18%	8%	-3%	5%
CCCCN=C1NC(=O)C(CC(=O)NCCc2ccc(OC)cc2)S1 (stereo not drawn)	0%[10 µM]	27%	-3%	7%	-8%	-7%	7%
CCc1ccccc1NC(=S)NCc1cccn1C	19%[10 µM]	7%	9%	4%	-22%	-2%	-14%
CC(C)Oc1cccc(C(=O)C2CCCN(Cc3ccc4nonc4c3)C2)c1 (stereo not drawn)	-28%	0%	-7%	-25%	x	-7%	3%
O=C(NC1CCCCCC1)C1c2ccccc2C(=O)N1Cc1cccnc1 (stereo not drawn)	-6%	0%	-4%	0%	7%[38.3 µM]	6%	5%
O=C(Nc1ccc(-c2nc3ccccc3s2)cc1)C1=COCCO1	-43%[10 µM]	13%	1%	-3%	-14%	u	13%
Cc1cc(NC(=O)c2ccccc2)nc2c1c(=O)oc1ccccc12	u	9%	-3%	-10%	0%	-4%	0%
NC(=O)C1(N2CCCCC2)CCN(CC(=O)Nc2ccccc2-c2ccccc2)CC1	-4%	2%	-13%	17%	20%[38.3 µM]	-3%	2%
CSC1=NC(C)(C)C=C(/C=C/c2ccc(Cl)cc2Cl)N1	-1%[10 µM]	5%	0%	-26%	7%	-1%	-18%
Cc1ccc(C(C(=O)NCc2ccccc2)N(Cc2cccs2)C(=O)c2ccc3c(c2)OCCO3)cc1 (stereo not drawn)	11%[10 µM]	0%	-3%	u	10%	-6%	-9%
Cc1ccc(S(=O)(=O)NCC(=O)OCC(=O)NC(=O)NC2CCCC2)cc1	-14%	6%	-13%	5%	-6%	4%	1%
CCC(=O)Oc1ccc2oc(=O)cc(C)c2c1	x	-1%	-3%	-8%	-4%	-24%	0%
CN(Cc1ccccc1)Cc1c[nH]c2ccccc12	-17%	8%	u	-28%	5%[38.3 µM]	-2%	3%
Cc1sc(NC(=O)c2ccco2)c(CN2CCN(c3ccccn3)CC2)c1C	-37%	x	-13%	10%	x	-12%	u
Cc1cc(C)nc(N/N=C/c2ccc(N3CCOCC3)cc2)n1	-2%	15%	-15%	-11%	12%	3%	u
O=C(Cc1ccc(Cl)cc1)Nc1ccccc1CO	-8%[10 µM]	6%	-1%	-33%	-1%	0%	-5%
CC(C)(C)c1ccc(C(=O)Nc2cnccn2)cc1	-31%	12%	4%	-12%	4%[38.3 µM]	-7%	-2%
CC(C)(CN1CCN(c2ccccc2)CC1)NS(=O)(=O)c1ccccc1	7%[10 µM]	2%	5%	4%[9.22 µM]	x	x	-7%
COCCN(CCOC)C(=O)COC(=O)c1ccc(Cl)c(S(=O)(=O)N(C)c2ccccc2)c1	-13%	-24%	3%	21%	-3%	1%	-2%
CC(C)C(OC(=O)c1nsc(Cl)c1Cl)C(=O)NCc1ccc2c(c1)OCO2 (stereo not drawn)	8%	-9%	-5%	5%	0%[38.3 µM]	-4%	-4%
O=C(O)CSCC(=O)NC1CCCc2ccccc21 (stereo not drawn)	24%[10 µM]	3%	-1%	16%[9.22 µM]	x	x	6%
O=C(Cn1cnc2c(nnn2Cc2ccccc2F)c1=O)N1CCN(c2ccccc2)CC1	-2%[10 µM]	7%	-3%	2%	17%	-9%	1%
COc1cc(CNC(C)(C)CO)ccc1OCC(=O)NC(C)(C)C	x	-1%	3%	2%	-1%	-2%	-2%
Cc1ccc(CN(Cc2cccnc2)C(=S)Nc2cccc(Cl)c2C)cc1	3%[10 µM]	6%	-3%	u	8%	6%	-7%
CCn1c2c(c(=N)c3ccccc31)CCC2	13%[10 µM]	0%	1%	-16%[9.22 µM]	x	x	5%
O=S1(=O)CC=C(CSc2nc3ccccc3[nH]2)C1	1%	-5%	-2%	-1%	17%[38.3 µM]	-5%	2%
O=C(CCN1C(=O)c2ccccc2C1=O)N1CCN(C(=O)c2ccccc2)CC1	-20%	5%	0%	16%	24%[38.3 µM]	-2%	-7%
